Screening results deposited in PubChem BioAssay by Sanford-Burnham Center for Chemical Genomics.
SENP7 block: SENP7 protease inhibition | Q9BQF6 | recombinant SENP7, Z-RLRGG-aminoluciferin luminescence, 40 min | inhibition, % at 5 µM | actives 1.5% (n = 330,000);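 active = inhibition above about 50% at the single test dose, limit read from the data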;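 also: plate controls were DMSO with enzyme for no effect and no enzyme buffer wells for full effect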
SENP1 FRET inh: SENP1 (human) catalytic domain inhibition | Q9P0U3 | recombinant SENP1 catalytic domain, CyPet-SUMO1-YPet FRET cleavage | inhibition, % at 10 µM | actives 0.21% (n = 360,000) | AID 624204;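 active = inhibition at least 30% at 10 µM, raw YFP signal under a set limit, fluorescence ratio 0.5 to 1.5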;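 also: 0% = enzyme with DMSO and 100% = no enzyme wells; some results filed as inactive read as strong as hits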
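Compound: 10 µM single point, 0.5% DMSO; Test system: hSENP1 catalytic domain, recombinant; Timing: 50 min reaction at room temperature; Technique: FRET, CFP and YFP emission; Control set: no-enzyme wells low, DMSO-plus-enzyme wells high control.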
SENP6 inh: SENP6 protease inhibition; Q9GZR1; Recombinant SENP6 catalytic domain, aminoluciferin luminescence; inhibition, % at 10 µM; actives 1.8% (n = 330,000); AID 2599;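 active = inhibition above about 50% at the single tested dose, limit read from the data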;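 also: plate controls were DMSO wells with enzyme for no effect and DMSO wells lacking enzyme for full effect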
Target sequence (Q9GZR1 628-1112 limits assumed): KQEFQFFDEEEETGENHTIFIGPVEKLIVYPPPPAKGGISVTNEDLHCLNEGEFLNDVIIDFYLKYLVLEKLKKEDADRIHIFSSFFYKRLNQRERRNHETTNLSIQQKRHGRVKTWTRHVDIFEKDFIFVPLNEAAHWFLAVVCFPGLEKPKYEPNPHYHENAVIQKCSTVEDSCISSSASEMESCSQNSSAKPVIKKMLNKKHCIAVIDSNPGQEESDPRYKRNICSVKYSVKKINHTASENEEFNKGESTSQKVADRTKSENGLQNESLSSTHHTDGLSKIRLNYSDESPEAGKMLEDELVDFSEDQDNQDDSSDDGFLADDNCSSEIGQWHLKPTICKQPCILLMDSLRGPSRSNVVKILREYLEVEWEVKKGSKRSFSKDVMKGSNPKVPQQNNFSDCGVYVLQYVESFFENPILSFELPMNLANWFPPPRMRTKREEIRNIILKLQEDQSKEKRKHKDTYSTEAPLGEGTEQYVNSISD
Apaf1 inhib: blocks human Apaf-1 apoptosome activity. O14727. actives 0.71% (n = 330,000). inhibition, % at 20 µM. reconstituted apoptosome caspase-3 activity, DEVD-Rh110 fluorescence. AID 489030; active = inhibition of at least 40% at 20 µM;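 also: plate controls were DMSO wells for no effect and DEVD-CHO caspase inhibitor wells for full effect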
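System: reconstituted apoptosome with Apaf-1, cytochrome c, caspase-9, procaspase-3, dATP; Signal: Rh110 fluorescence intensity; Schedule: 30 min compound preincubation, 50 min activation, room temperature; Reagent: cytochrome c trigger plus (Z-DEVD)2-Rh110 caspase-3 substrate.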
SENP8 block-1: inhibitors of human SENP8 protease | actives 0.64% (n = 360,000) | AID 602440 | inhibition, % at 20 µM | recombinant SENP8, Nedd8 substrate fluorescence; in the data active = inhibition mostly above about 40%, no sharp cut-off; inactive = mostly below about 27%
UBC13 inh: blocks human UBC13 polyubiquitin chain formation. inhibition, % at 20 µM. TR-FRET. P61088. actives 0.47% (n = 330,000); in the data active = inhibition above about 45%, passing the limit was not always enough
Target sequence (P61088 whole entry, looked up): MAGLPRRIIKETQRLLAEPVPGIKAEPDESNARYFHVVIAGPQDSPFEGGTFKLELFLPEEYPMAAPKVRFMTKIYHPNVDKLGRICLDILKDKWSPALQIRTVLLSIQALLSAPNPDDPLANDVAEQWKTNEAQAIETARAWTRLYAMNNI
APOBEC3G inh: inhibitors of human APOBEC3G DNA deaminase; AID 493012; recombinant A3G, ssDNA deamination FAM/TAMRA fluorescence; inhibition, % at 20 µM; actives 0.28% (n = 330,000);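 active = inhibition of at least 40% at 20 µM, with no more than 30% in the related APOBEC3A deaminase screen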;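 also: plate controls were DMSO wells with A3G for no effect and wells lacking A3G enzyme for full effect; some compounds called inactive have numbers as strong as hits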
Target sequence (Q9HC16 whole entry, looked up): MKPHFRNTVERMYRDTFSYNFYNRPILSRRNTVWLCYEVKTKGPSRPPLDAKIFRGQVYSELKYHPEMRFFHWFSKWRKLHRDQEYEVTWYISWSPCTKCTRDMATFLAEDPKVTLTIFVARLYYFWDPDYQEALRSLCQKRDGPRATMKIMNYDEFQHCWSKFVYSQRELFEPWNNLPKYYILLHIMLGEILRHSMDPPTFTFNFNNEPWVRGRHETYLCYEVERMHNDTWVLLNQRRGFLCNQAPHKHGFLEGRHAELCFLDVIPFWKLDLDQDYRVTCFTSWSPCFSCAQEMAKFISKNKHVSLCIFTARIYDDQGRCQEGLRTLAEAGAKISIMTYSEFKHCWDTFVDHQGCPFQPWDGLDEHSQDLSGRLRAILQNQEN
SENP8 block-2: SENP8 protease inhibition; actives 1.2% (n = 330,000); inhibition, % at 10 µM; Q96LD8; AID 2540; purified SENP8, Z-RLRGG-aminoluciferin cleavage, luminescence; in the data active = inhibition above about 50%
Active calls of the source: *; i = inactive; . = no result given. Rows are unselected; about 3.6% have a hit in one of these screens.

Sequence of screens – SENP7 block | SENP1 FRET inh | SENP6 inh | Apaf1 inhib | SENP8 block-1 | UBC13 inh | APOBEC3G inh | SENP8 block-2
O=C(CCNS(=O)(=O)c1ccccc1F)OCc1ccccc1Cl
→ 6 | 2 | -11 | 4 | 2 | 16 | -2 | -6
Cc1cccc(C)c1NC(=O)c1cc(-c2ccccn2)nc2ccccc12
→ 3 | -1 | 6 | -11 | 14 | -5 | -13 | 6
CSCC[C@H](NC(=O)C1=NN(c2c(F)c(F)cc(F)c2F)C(=O)CC1)c1nc2ccccc2[nH]1
→ -9 | 0 | -24 | 5 | 19 | -8 | -2 | -7
CCN(C(=O)COC(=O)c1cccnc1SC)C1CCS(=O)(=O)C1 (stereo unspecified)
→ -6 | 0 | 1 | -7 | 13 | 3 | -9 | -4
COc1cc(/C=N/NC(=O)COc2cccc(F)c2)ccc1OS(=O)(=O)c1ccc(C)cc1
→ -2 | 1 | 3 | 4 | 7 | -13 | 3 | -2
O=C(O)c1ccc(CNC(=O)c2ccc(S(=O)(=O)N3CCCCC3)cc2)cc1
→ 7 | -1 | -4 | -5 | -1 | 4 | -6 | 3
Fc1ccc(/C=N/NC(=S)Nc2ccc(Cl)cc2Cl)cc1
→ 3 | -3 | 6 | -25 | 21 | 14 | -6 | 1
COC(=O)c1oc2nc(C)cc(C)c2c1N
→ 4 | -2 | 1 | 2 | -282 | 1 | -3 | -5
COc1ccc(-n2c(=O)c3c4c(sc3n(CC(=O)Nc3cc(C)[nH]n3)c2=O)CCC4)c(OC)c1
→ 3 | -1 | -10 | -12 | 7 | -11 | -5 | -13
COc1ccc(-c2ccc(SCC(=O)N3CCOCC3)nn2)cc1
→ 10 | 5 | -3 | -4 | 2 | -1 | 1 | -6
O=C(Nn1c(C2CCCCC2)nc2ccccc2c1=O)c1cc(Cl)ccc1[N+](=O)[O-]
→ 4 | 1 | -2 | 10 | 11 | -4 | -7 | -2
CCOC(=O)C(C(=O)NCc1ccc(C)cc1)c1ncc(C(F)(F)F)cc1Cl (stereo unspecified)
→ -1 | 0 | 5 | 5 | 7 | 6 | -4 | -1
CCOc1ccc2c(c1)C(C)=CC(C)(C)N2C(=O)Nc1ccccc1
→ 2 | 9 | 4 | -1 | i | 6 | -3 | 0
CCC1=NN2C(=N)/C(=C\c3cccn3-c3c(C)cccc3C)C(=O)N=C2S1
→ -2 | -1 | -3 | -3 | -5 | -8 | -7 | 9
COC(=O)c1ccc(CSc2nc3c(cnn3-c3ccccc3)c(=O)[nH]2)o1
→ 6 | 2 | -10 | -20 | -3 | 10 | -7 | -2
CC1CCN(CCCNC(=O)COc2cc(=O)n(C)c3ccccc23)CC1
→ 4 | -2 | 0 | 1 | 15 | -8 | -3 | -4
Cc1nn(Cc2ccc([N+](=O)[O-])cc2)c(=O)n1-c1c(F)cccc1F
→ 3 | 3 | -4 | -2 | -2 | 10 | -5 | 8
O=C(NCC(c1ccco1)N1CCCC1)c1cc2ccccc2s1 (stereo unspecified)
→ 4 | -6 | -2 | 0 | 3 | 10 | -2 | 2
COc1ccccc1N1N=C(c2ccc([N+](=O)[O-])cc2)CC1c1ccccc1 (stereo unspecified)
→ 12 | 90 | -6 | 6 | 29 | -70 | -4 | -12
C(=N\Nc1nc(Nc2ccccc2)nc(N2CCCCC2)n1)/c1ccco1
→ 7 | . | 3 | 10 | . | -12 | 0 | 4
Cc1cccc(NC(=S)N(CCN2CCOCC2)Cc2ccccc2F)c1
→ -10 | 0 | -6 | 10 | 31 | -9 | -5 | -5
CCCCNc1c(C(=O)OCC)c(=O)[nH]c2ccccc12
→ 12 | 2 | -5 | 1 | 8 | -1 | -2 | -14
COc1cc2cc(C(=O)NCCc3ccccc3)[nH]c2cc1OC
→ 5 | -5 | -12 | 7 | -276 | 5 | -2 | -1
COc1ccccc1CCC(=O)OCC(=O)Nc1cc(C)nn1-c1ccccc1
→ 2 | 2 | -4 | 3 | 1 | 4 | -8 | -5
O=C(COC(=O)/C=C/c1ccccc1Cl)NCCNC(=O)COC(=O)/C=C/c1ccccc1Cl
→ 2 | 3 | -8 | 8 | 4 | 1 | -5 | 6
O=C(O)c1cc2c(s1)-c1ccccc1OC2
→ 2 | 0 | 9 | -4 | -454 | 6 | 0 | -1
CCN(CC)Cc1nc2c(c(=O)[nH]1)C1(CCCC1)Cc1ccccc1-2
→ 5 | 1 | 7 | 7 | 4 | -2 | -6 | -8
COc1cc(-c2nnc(CSc3nnc(N)s3)o2)cc(OC)c1OC
→ 13 | 1 | 0 | 7 | -24 | 0 | 2 | 5
O=C(c1cc(Cl)ccc1Cl)N1CCN(Cc2ccccc2)CC1
→ 10 | 1 | 0 | 0 | 10 | -2 | -5 | -13
CCCCS(=O)Cc1ccccc1 (stereo unspecified)
→ 0 | -1 | -3 | -4 | 36 | 0 | -3 | 3

Whole records, quoted from the list. Screens in order: SENP7 block	SENP1 FRET inh	SENP6 inh	Apaf1 inhib	SENP8 block-1	UBC13 inh	APOBEC3G inh	SENP8 block-2
`Cc1cccc(C)c1NC(=O)c1cc(-c2ccccn2)nc2ccccc12` across the screens: 3	-1	6	-11	14	-5	-13	6
`Fc1ccc(/C=N/NC(=S)Nc2ccc(Cl)cc2Cl)cc1` across the screens: 3	-3	6	-25	21	14	-6	1
`CCC1=NN2C(=N)/C(=C\c3cccn3-c3c(C)cccc3C)C(=O)N=C2S1` across the screens: -2	-1	-3	-3	-5	-8	-7	9
`O=C(Nn1c(C2CCCCC2)nc2ccccc2c1=O)c1cc(Cl)ccc1[N+](=O)[O-]` across the screens: 4	1	-2	10	11	-4	-7	-2
`COc1ccccc1N1N=C(c2ccc([N+](=O)[O-])cc2)CC1c1ccccc1` (stereo unspecified) across the screens: 12	90	-6	6	29	-70	-4	-12

(further entries)
Sequence of screens – SENP7 block | SENP1 FRET inh | SENP6 inh | Apaf1 inhib | SENP8 block-1 | UBC13 inh | APOBEC3G inh | SENP8 block-2
Cc1ccc2oc(=O)n(CC(=O)c3ccc(F)cc3)c2c1
→ 1 | 3 | -12 | -16 | 3 | 10 | -1 | -2
C/C(=N\Nc1cc(N2CCOCC2)nc(C)n1)c1cccc([N+](=O)[O-])c1
→ -2 | 2 | -12 | 6 | 23 | 3 | -3 | 0
CCN(C(=O)CSc1nc2ccccc2c(=O)n1-c1ccc(C)cc1)C1CCS(=O)(=O)C1 (stereo unspecified)
→ -16 | 2 | -6 | 16 | 17 | -16 | -13 | -1
N#CCSc1ncnc2ccccc12
→ 0 | -6 | 9 | -10 | -7 | 5 | -6 | 4
Cc1cccc(-c2nc3c(c(SCC(=O)N4CCOCC4)n2)COC(C)(C)C3)c1
→ 7 | -2 | 15 | 9 | 10 | 13 | 3 | -2
N#CC(C(=O)NCCc1ccccc1)c1nc2ccccc2nc1N1CCOCC1 (stereo unspecified)
→ 9 | -26 | 1 | 15 | -21 | -9 | -3 | 10
CNc1nc2ccccc2n1N
→ -8 | 1 | 10 | 1 | 16 | -10 | -6 | -12
CNC(=O)c1cc2ncc(C(F)(F)F)cc2s1
→ -6 | -1 | 1 | -6 | 0 | 2 | -7 | -5
Cc1cccc(C)c1N1CCN(C(=O)N2CCCCC2)CC1
→ 2 | 3 | -5 | -1 | 12 | -7 | -4 | -3
Oc1cccnc1CCc1ccccc1
→ 3 | -2 | 2 | 7 | -21 | -2 | 0 | 1
Cc1cc([N+](=O)[O-])nn1CC(=O)NCc1ccco1
→ -8 | -1 | -13 | 12 | 6 | -5 | -6 | -8
O=C(c1cc(Cl)ccc1O)N1CCN(S(=O)(=O)Cc2ccccc2)CC1
→ 7 | 0 | -2 | -6 | 1 | 16 | -7 | 2
COc1ccc(C(C)=O)cc1CSC(=N)N
→ 1 | 0 | -1 | 3 | -3 | 12 | -5 | -2
Cc1cc(N2C(=O)C(O)=C(C(=O)c3cccs3)C2c2cccc(Br)c2)no1 (stereo unspecified)
→ -12 | -1 | -5 | 4 | 20 | -12 | -10 | 4
COc1ccc(NC(=O)CN2C(=O)NC3(CC(C)CC(C)(C)C3)C2=O)cc1S(=O)(=O)N1CCCCC1 (stereo unspecified)
→ 4 | 2 | -2 | 16 | -1 | -3 | -8 | -3
CCOc1ccc(OCC)c(NC(=O)C2CCN(S(=O)(=O)c3cccnc3)CC2)c1
→ 2 | -1 | 2 | -14 | 21 | 2 | -3 | 1
O=C(CSc1nc2ccccc2c(=O)n1CCCO)NCc1ccccc1
→ -3 | -1 | -19 | -8 | -3 | 5 | -3 | 0
CN(CC(=O)Nc1cc([N+](=O)[O-])ccc1Cl)Cc1ccc(Br)cc1
→ 7 | 1 | -10 | 18 | 19 | 16 | -2 | -1
COC(=O)c1ccc(NC(=S)NNC(=O)CC(C)C)cc1
→ 2 | 0 | -4 | 1 | 12 | 1 | 0 | -1
O=C(O)C/C(=C\c1ccc(N2CCOCC2)c([N+](=O)[O-])c1)c1nc2ccccc2s1
→ -2 | -22 | -20 | 0 | 9 | 0 | -5 | -7
Cc1cccc(CSc2nnc([C@@H]3CCCN3C(=O)OC(C)(C)C)o2)c1
→ -1 | 3 | -16 | -1 | 10 | 6 | -11 | 0
CCOC(=O)C1C(=O)OC(C)(C)C1C(C)C(=O)c1ccc(C)cc1 (stereo unspecified)
→ -4 | 3 | -13 | -7 | 21 | 4 | -11 | 3
COCCCn1c(-c2ccc(S(=O)(=O)N3CCOCC3)cc2)csc1=Nc1ccccc1
→ -5 | 0 | -8 | 14 | -16 | -8 | -7 | -16
CCOc1ccc(N2CC(C(=O)NCCc3ccccc3)CC2=O)cc1 (stereo unspecified)
→ 6 | -1 | -2 | -1 | 3 | -5 | -10 | -2
CCOC(=O)C1CCN(C(=O)COC(=O)C2CCN(S(=O)(=O)c3ccc4c(c3)OCCO4)CC2)CC1
→ -17 | 2 | -21 | 7 | 4 | -5 | -7 | -8
Cc1cc(C)cc(Nc2ccc3nonc3c2[N+](=O)[O-])c1
→ 0 | 2 | -14 | -19 | 23 | -12 | -9 | 5
Cc1nn(-c2nc3ccccc3s2)c(N)c1-c1ccc(Cl)cc1
→ -10 | 0 | -23 | 15 | 30 | -4 | -3 | -16
CCOC(=O)c1cnc(-n2cc(C)cn2)nc1NCc1ccc2c(c1)OCO2
→ 3 | 0 | -16 | 6 | 5 | 4 | -6 | 4

Limited to APOBEC3G inh and SENP6 inh, for some of the entries so far:
smiles,APOBEC3G inh,SENP6 inh
CN(CC(=O)Nc1cc([N+](=O)[O-])ccc1Cl)Cc1ccc(Br)cc1,-2,-10
N#CCSc1ncnc2ccccc12,-6,9
Cc1cccc(CSc2nnc([C@@H]3CCCN3C(=O)OC(C)(C)C)o2)c1,-11,-16
O=C(O)C/C(=C\c1ccc(N2CCOCC2)c([N+](=O)[O-])c1)c1nc2ccccc2s1,-5,-20

Sorted by value in UBC13 inh (falling): 3 of the compounds above
SMILES | SENP7 block | SENP1 FRET inh | SENP6 inh | SENP8 block-1 | UBC13 inh | APOBEC3G inh
O=C(c1cc(Cl)ccc1O)N1CCN(S(=O)(=O)Cc2ccccc2)CC1 | 7 | 0 | -2 | 1 | 16 | -7
CCOc1ccc(OCC)c(NC(=O)C2CCN(S(=O)(=O)c3cccnc3)CC2)c1 | 2 | -1 | 2 | 21 | 2 | -3
Cc1cc(C)cc(Nc2ccc3nonc3c2[N+](=O)[O-])c1 | 0 | 2 | -14 | 23 | -12 | -9
